# Screens: PubChem, Sanford-Burnham Center for Chemical Genomics
# HKDC1 inhibitor = HKDC1 (human) hexokinase inhibition; Q2TB90; inhibition, % at 20 µM; recombinant HKDC1, G6PDH/diaphorase resazurin coupled fluorescence; AID 493160; 340,000 tested, 0.16% active;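 active = inhibition above about 35% when tested at 20 µM, limit read from the data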;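 also: plate controls were DMSO wells with enzyme for no effect and DMSO wells lacking enzyme for full effect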
#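 Test system: recombinant HKDC1 (HK5) hexokinase enzyme, produced in-house; Amount: enzyme 5 µg/mL final; Buffer or medium: Tris pH 8.0 buffer with MgCl2, Tween-20, BSA, BME; Reagent: glucose and ATP substrates; Doses: 20 µM test compound, 1% DMSO; Incubation: 90 min reaction incubation at room temperature, dark; Detection: resorufin fluorescence at 613 nm.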
# Gli-Sufu block = Gli-Sufu pathway antagonism; Sufu-KO-LIGHT fibroblasts, Gli luciferase reporter luminescence; inhibition, % at 5 µM; 340,000 tested, 0.74% active;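 active = inhibition above about 55%, limit read from the data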;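 also: 0% = DMSO-treated cells and 100% = wells with medium but no cells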
# SENP7 block = blocks the human protease SENP7; AID 434973; Q9BQF6; 330,000 tested, 1.5% active; inhibition, % at 5 µM; recombinant SENP7, Z-RLRGG-aminoluciferin luminescence, 40 min;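 active = inhibition above about 50% at the single test dose, limit read from the data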;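 also: plate controls were DMSO with enzyme for no effect and no enzyme buffer wells for full effect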
# Target sequence (Q9BQF6 706-1050 limits assumed): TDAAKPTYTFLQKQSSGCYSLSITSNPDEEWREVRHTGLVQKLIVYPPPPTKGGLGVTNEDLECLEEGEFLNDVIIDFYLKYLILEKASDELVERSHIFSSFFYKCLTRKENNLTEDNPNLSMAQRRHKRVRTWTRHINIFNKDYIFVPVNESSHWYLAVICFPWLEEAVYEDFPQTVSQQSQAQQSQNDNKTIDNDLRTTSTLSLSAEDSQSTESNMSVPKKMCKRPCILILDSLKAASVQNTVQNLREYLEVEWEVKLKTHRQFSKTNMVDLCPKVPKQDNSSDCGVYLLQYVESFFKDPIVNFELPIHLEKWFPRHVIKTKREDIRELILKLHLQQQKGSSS
# UBC13 polyUb = human UBC13 polyubiquitination inhibition; P61088; UBC13 polyubiquitin chain formation, TR-FRET; inhibition, % at 20 µM; 330,000 tested, 0.47% active; AID 485273; in the data active = inhibition above about 45%, passing the limit was not always enough; inconclusive = no clear call, values can overlap the other calls
# Target sequence (P61088 whole entry, looked up): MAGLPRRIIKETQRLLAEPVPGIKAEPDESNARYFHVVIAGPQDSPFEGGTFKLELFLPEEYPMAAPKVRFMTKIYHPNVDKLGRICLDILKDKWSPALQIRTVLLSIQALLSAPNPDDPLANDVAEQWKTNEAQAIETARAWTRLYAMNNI
# 697 NFkB inh = lowers PMA/ionomycin-induced NF-kB signal in 697 B cells. 330,000 tested, 0.33% active. inhibition, % at 4 µM. 697 B-cell NF-kB luciferase reporter, 16 h; in the data active = inhibition above about 35%
# Jurkat NFkB inh = inhibitors of the PMA/ionomycin-induced NF-kB reporter in Jurkat cells | 330,000 tested, 0.53% active | inhibition, % at 4 µM | PMA/ionomycin-induced NF-kB luciferase reporter, luminescence
# Apaf-1 inh = inhibitors of human Apaf-1 apoptosome; 330,000 tested, 0.71% active; reconstituted apoptosome caspase-3 activity, DEVD-Rh110 fluorescence; O14727; inhibition, % at 20 µM; active = inhibition of at least 40% at 20 µM;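 also: plate controls were DMSO wells for no effect and DEVD-CHO caspase inhibitor wells for full effect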
#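 Material: cell-free apoptosome with Apaf-1, procaspase-3 and caspase-9; Buffer or medium: Hepes pH 7.5 with detergent and BSA; Reagent: cytochrome c trigger plus (Z-DEVD)2-Rh110 caspase-3 substrate; Times: compound with Apaf-1, dATP, procaspase-3 30 min, then 50 min reaction, room temperature; Technique: Rh110 fluorescence intensity.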
# SENP8 block = blocks the human protease SENP8; purified SENP8, Z-RLRGG-aminoluciferin cleavage, luminescence; inhibition, % at 10 µM; Q96LD8; 330,000 tested, 1.2% active; AID 2540
# Target sequence (Q96LD8 whole entry, looked up): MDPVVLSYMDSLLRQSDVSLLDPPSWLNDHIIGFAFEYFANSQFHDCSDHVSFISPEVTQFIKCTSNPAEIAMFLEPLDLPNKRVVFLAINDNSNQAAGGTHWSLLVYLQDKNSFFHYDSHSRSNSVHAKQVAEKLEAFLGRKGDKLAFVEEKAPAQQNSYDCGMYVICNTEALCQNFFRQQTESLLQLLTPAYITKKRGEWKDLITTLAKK
# An asterisk follows results filed as active; ? = inconclusive; nt = not tested or not shown. Rule as the data show it, unless noted: active = inhibition above about 50%; inactive = the rest.
# Below each SMILES: HKDC1 inhibitor	Gli-Sufu block	SENP7 block	UBC13 polyUb	697 NFkB inh	Jurkat NFkB inh	Apaf-1 inh	SENP8 block
Cc1ccc(S(=O)(=O)NNC(=O)c2ccncc2)cc1
  -10	2	4	10	21	0	-6	-8
COC(=O)Cc1c(O)ccn(Cc2ccc3c(c2)OCO3)c1=O
  -7	-2	-7	-2	13	-23	5	-6
Cc1cc(C)nc(NC(=O)c2ccc(OC(C)C)cc2)n1
  -4	-8	6	-5	9	-9	-1	-8
Cc1ccc(S(=O)(=O)C2(C(=O)Nc3nccs3)CC2)cc1
  6	2	8	5	4	-6	11	5
CCOC(=O)C1=C(C)NC(C)=C(C(=O)OCC)C1C1=COCCO1
  -7	2	0	-6	6	-5	1	-4
CC(C)(C)c1ccc(C(=O)NCC(=O)N/N=C/c2cccnc2)cc1
  -8	12	-1	1	2	-19	11	-1
CN(Cc1c(C(=O)N/N=C/c2cccc(F)c2)nnn1-c1nonc1N)c1ccccc1
  4	-11	4	-16	-41	-1	25	5
CCOC(=O)c1c(NC(=O)CSc2nc3cccnc3n2C)sc(C(C)=O)c1C
  1	9	-8	-4	-69	-12	9	0
N#C/C(=C/c1ccc(CNC(=O)C(=O)Nc2cc(Cl)cc(Cl)c2)o1)C(=O)NCc1cccnc1
  -10	3	-11	-24	-16	-26	9	-11
CCCNC(=O)c1cc2c(C(F)(F)F)nn(C)c2s1
  -6	-5	-1	2	-27	-28	-3	6
Cc1cc(C)n(CCC(=O)Nc2ccc(-c3ccno3)cc2)n1
  -1	0	18	1	-18	-14	-4	-2
CN(C)c1ccc(NC(=O)c2sc(SCC(=O)Nc3ccc(Br)cc3)nc2N)cc1
  -4	-10	2	-10	29	-7	-8	4
Cc1cccc(-c2noc(C3CCCCC3)n2)c1
  -3	-127	50	-2	-152	-102	4	21
Cc1ccc(NCCC(=O)c2ccc(Cl)c(Cl)c2)cc1
  2	3	-2	8	0	-4	-8	-7
CN(CC(=O)Nc1cccc(F)c1)C(=O)C1CC(=O)N(CCc2ccccc2)C1 (configuration not stated)
  -5	-4	-2	0	10	12	7	16
CC1CN(C(=O)c2cn3ccccc3n2)CC(C)O1 (configuration not stated)
  -2	4	-6	8	18	-20	-3	-4
c1ccc(-c2nc(N3CCCCC3)nc3ccccc23)cc1
  4	-6	-6	17	11	17	13	-1
O=C(COC(=O)COc1ccccc1F)NCc1ccco1
  -1	2	3	-4	-16	-12	6	-8
O=C(Nc1scc(-c2ccccc2)c1C(=O)O)c1ccc(F)cc1
  9	-18	71*	4	-52	8	12	92*
O=C(NCc1ccncc1)/C(=C\c1ccc(F)cc1)NC(=O)c1ccccc1
  9	2	4	5	10	11	-3	-7
CCOC(=O)/C=C/C(=O)OCC(=O)NC(c1ccccc1)c1ccccc1
  -5	1	2	5	8	5	4	0
CN(C)c1ccc(CC(=O)c2nc3ccccc3s2)cc1
  -7	-62	3	-8	-55	-36	22	35
COc1ccc(/C=C(/NC(=O)c2ccccc2)C(=O)N/N=C/c2cccs2)cc1OC
  -2	4	7	-10	-8	-14	-2	-7
CSCCC(NC(=O)c1ccco1)C(=O)NCC(C)(C)N1CCOCC1 (configuration not stated)
  -4	29	1	-2	21	2	-1	5
COC(=O)c1c(N2C(=O)[C@H]3[C@@H](C2=O)[C@]2(C(=O)Nc4ccc(C)cc42)N2CCC[C@@H]32)sc(C)c1C
  nt	nt	-3	-1	-1	3	16	-10
COc1ccc(/C=N/n2c(SC)nnc(C(C)(C)C)c2=O)c(OC)c1
  -3	-3	-5	4	19	-6	8	3
COc1cccc(C(=O)NN2CC(O)=C(c3nc(C)cs3)C2=N)c1
  -2	2	-6	-11	21	4	-26	-8
Cc1ccc2cc(CCNS(=O)(=O)c3ccc(F)cc3)c(=O)[nH]c2c1C
  7	1	-5	7	-9	-8	3	4
CCC(=O)N1CCc2cc(S(=O)(=O)CCC(=O)N3CCN(c4ccc(F)cc4)CC3)ccc21
  -7	-1	-2	-6	-19	-2	3	0
CCOC(=O)Cc1csc(NC(=O)/C=C/c2ccccc2Cl)n1
  5	-18	-4	-9	-9	-1	1	3

# Shown as a hit in SENP7 block (from the list above):
smiles,HKDC1 inhibitor,SENP7 block,UBC13 polyUb,697 NFkB inh,Jurkat NFkB inh
O=C(Nc1scc(-c2ccccc2)c1C(=O)O)c1ccc(F)cc1,9,71*,4,-52,8

# (further entries)
# Below each SMILES: HKDC1 inhibitor	Gli-Sufu block	SENP7 block	UBC13 polyUb	697 NFkB inh	Jurkat NFkB inh	Apaf-1 inh	SENP8 block
Cc1ccc(S(=O)(=O)Nc2cccc(C(=O)NCC(c3ccco3)N(C)C)c2)cc1F (configuration not stated)
  -5	11	-4	-4	-7	24	11	-5
O=C(c1ccccc1)C(Nc1ccccn1)c1ccccc1 (configuration not stated)
  -4	-15	-8	-7	-9	-30	8	-6
CC(C)c1nc2oc3ccccc3c(=O)c2c(=O)n1-c1ccccc1
  -13	-29	-9	1	-9	-101	-8	-2
Cc1ccc(N=C2NC(=O)CS2)cc1C
  -6	4	2	-1	4	-4	9	-4
Cc1nnc(SCC(=O)NNC(=O)C(C)C)[nH]c1=O
  -7	-6	-2	7	-3	10	-4	-3
CC1CCN(c2c(NCc3ccc(C(=O)N4CCN(C5CCCCC5)CC4)cc3)c(=O)c2=O)CC1
  -7	5	-2	69*	10	10	0	2
COc1ccc(S(=O)(=O)NCCOc2ccccc2)cc1-n1cnnn1
  7	1	3	4	7	-2	1	-1
CCOC(=O)c1[nH]c(C)c(C(=O)NCc2ccco2)c1C
  -1	7	-6	-1	17	12	-5	-1
Cc1ccc(/C(N)=N/OC(=O)c2cccs2)cc1
  -5	-69	67*	3	-187	-115	-6	68*
COc1ccc(OC)c(C(=O)NC(CC(N)=O)c2ccc(N3CCN(c4ccccn4)CC3)c([N+](=O)[O-])c2)c1 (configuration not stated)
  3	-4	-8	-5	11	-9	11	-8
CCOc1ccc(C2/C(=C(/O)c3ccc4c(c3)CC(C)O4)C(=O)C(=O)N2CCCn2ccnc2)cc1OCC (configuration not stated)
  -4	-1	10	-21	-10	9	3	-4
CC1CCN(C(=O)c2ccc(NS(=O)(=O)c3ccc4[nH]c(=O)[nH]c4c3)cc2)CC1
  7	-7	11	-3	7	9	2	-6
CNc1nnc(SCC(=O)c2cc(C)n(C3CC3)c2C)s1
  3	-46	2	14	-31	-42	-3	-1
CC(=O)c1ccc(N2C(=NC(=O)CCC3CCCC3)SC3CS(=O)(=O)CC32)cc1 (configuration not stated)
  7	8	0	6	-5	10	14	2
Cc1ccc(Cl)cc1N1CCN(C(=O)CN(c2ccccc2)S(=O)(=O)N(C)C)CC1
  -5	23	-8	-4	-21	-4	29	-7
Nc1c(Cl)nc(-c2ccccc2)nc1Cl
  7	0	1	1	0	3	5	-7
COc1ccc(C2C(=O)N(C3CCCCC3)CC(=O)N2Cc2ccc3c(c2)OCO3)cc1 (configuration not stated)
  2	20	-1	-6	-9	-21	8	-6
Cc1ccc(/C=C/C(=O)NCc2cccs2)cc1
  0	-24	10	-7	-75	-77	7	-10
COc1cc(C2c3c(-c4ccccc4)n[nH]c3C(=O)N2c2ccc(C(=O)O)cc2)ccc1O (configuration not stated)
  -6	9	10	-7	9	-7	8	-7
CC(=O)N1CCc2cc(S(=O)(=O)N3CCc4ccccc43)ccc21
  0	39	-4	-8	-36	33	15	-3
O=C(NCc1ccco1)c1cccc(Nc2nc3ccc(Br)cc3[nH]2)c1
  2	-9	4	7	2	14	19	-3
Cc1ccc(C(NC(=O)N2CCCCC2)=C(Cl)Cl)cc1F
  2	32	-4	9	20	14	3	1
O=C(O)/C=C/C(=O)N(CC1CCCO1)C1CC(=O)N(c2c(Cl)cccc2Cl)C1=O (configuration not stated)
  9	-2	-1	-12	-2	10	-1	-9
CCNC(=O)CN1C(=O)NC2(CCCCCC2)C1=O
  -8	-3	-1	6	4	8	3	-6
Cc1cc(C)nc(SCC(=O)c2cc3ccccc3oc2=O)n1
  -1	3	3	?	16	-8	-3	2
CN(CCCC(=O)NCc1ccc2c(c1)OCO2)S(=O)(=O)c1ccc([N+](=O)[O-])cc1
  -5	-10	-2	-13	-7	-5	-4	-3
CC(C)C(=O)Nc1cccc(-c2nc3ccccc3o2)c1
  -1	-61	-1	3	-16	-9	10	4
Clc1cccc(Cl)c1C1Nc2cccc3cccc(c23)N1
  15	-30	8	-26	-120	19	25	14
NC(=O)c1cccnc1Nc1ccccc1F
  6	-27	0	9	0	-14	-6	-3
O=C(O)c1cccc(Cn2cc(Cl)cn2)c1
  2	-4	-2	0	15	8	-11	0

# Quoted from the listing.
# Result of CC(C)(C)c1ccc(C(=O)NCC(=O)N/N=C/c2cccnc2)cc1 in SENP7 block: -1
# Result of O=C(Nc1scc(-c2ccccc2)c1C(=O)O)c1ccc(F)cc1 in Apaf-1 inh: 12
# Result of CC(=O)c1ccc(N2C(=NC(=O)CCC3CCCC3)SC3CS(=O)(=O)CC32)cc1 (configuration not stated) in SENP8 block: 2
# Result of CC(C)C(=O)Nc1cccc(-c2nc3ccccc3o2)c1 in Apaf-1 inh: 10

# Later entries.
# Below each SMILES: HKDC1 inhibitor	Gli-Sufu block	SENP7 block	UBC13 polyUb	697 NFkB inh	Jurkat NFkB inh	Apaf-1 inh	SENP8 block
COCc1c(C(=O)OCc2nc(N)nc(Nc3ccccc3C)n2)oc2ccccc12
  5	1	11	-1	-17	-8	9	-7
COc1cccc2sc(NNC(=O)C3COc4ccccc4O3)nc12 (configuration not stated)
  -24	-10	-5	-21	-26	-24	6	-6
COc1cc(C)nc(NC(=O)COc2ccc(Cl)cc2C)n1
  3	-8	22	7	-11	-7	9	-25
O=C(OCC(=O)N1CCOCC1)c1cnc(Cl)c(Cl)c1
  -6	0	4	-1	30	10	-3	8
O=C(O)c1c(-c2ccccc2)c(-c2ccccc2)nc2ccccc12
  -10	-4	-3	-6	-6	-4	9	-9
COc1ccccc1N(C)S(=O)(=O)c1ccc(C(=O)N(CC(N)=O)C(C)C)cc1
  -8	-17	3	6	8	4	1	4
CCS(=O)(=O)Nc1ccc(C2=NN(C(=O)c3ccccc3)C(c3cccs3)C2)cc1 (configuration not stated)
  -4	-33	9	2	-8	5	16	-5
CSc1nc2nccc(-c3ccc4c(c3)OCO4)n2n1
  0	28	8	2	14	0	-6	-5
Cc1ccccc1CCN(C(=O)Cn1nnc2ccccc21)C(C(=O)NC(C)(C)C)c1ccsc1 (configuration not stated)
  -1	-1	4	1	6	6	-16	-7
COCCNC(=O)/C(C#N)=C/c1nc(N(C)C)n(-c2ccc(F)cc2)c1Cl
  9	-5	-6	-20	-13	-24	13	-8
CCCOc1ccc(C(=O)OCC(=O)c2c(N)n(C)c(=O)n(C)c2=O)cc1OCC
  -4	-6	-3	-7	-35	1	-2	-4
Nn1c(SCC(=O)Nc2ccccc2C(F)(F)F)nncc1=O
  -16	-4	-4	-3	-10	3	-6	-2
O=C(Nc1cccc(C(F)(F)F)c1)c1cc2c(s1)-c1ccccc1OC2
  2	-3	1	31	6	-16	3	1
CCCCN(Cc1cc2cc(OC)ccc2[nH]c1=O)C(=O)COc1ccccc1
  -9	-11	11	0	2	-6	11	-6
CCOC(=O)CSc1nnc([C@H](Cc2ccccc2)NC(=O)OC(C)(C)C)o1
  10	-12	-10	-11	-7	-21	12	-18
CCCCCSc1nc2c(c(=O)[nH]c(=O)n2C)n1C(C)C
  1	2	-5	11	-6	6	9	-5
CC1=C/C(=C(\c2ccc(O)c(C)c2)c2ccccc2S(=O)(=O)O)C=CC1=O
  0	1	8	-17	-109	-90	8	15
COc1ccc(CCNC(=O)C2CCC(CNS(=O)(=O)c3ccccc3)CC2)cc1OC (configuration not stated)
  nt	nt	-1	3	20	4	-11	0
COCc1nnc(NS(=O)(=O)c2ccccc2)s1
  -3	2	-13	-6	1	-5	2	-7
